Screening results (PubChem)
FLuc counter – inhibits or activates purified firefly luciferase, miR-21 counter-screen; AID 588342; P08659; Potency, µM (series often up to 57.5 µM), for inactives: top-dose activity change, negative = inhibition, most hits filed as inhibitors; purified FLuc, Km substrates, luminescence inhibition; 6.9% of 360,000 active;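 also: potency is read from the fitted curve at half-maximal effect; plate controls were vehicle for no effect and reference inhibitor for full effect; nearly all actives have a fitted effect of over 55% in size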
Target sequence (P08659 whole entry, looked up): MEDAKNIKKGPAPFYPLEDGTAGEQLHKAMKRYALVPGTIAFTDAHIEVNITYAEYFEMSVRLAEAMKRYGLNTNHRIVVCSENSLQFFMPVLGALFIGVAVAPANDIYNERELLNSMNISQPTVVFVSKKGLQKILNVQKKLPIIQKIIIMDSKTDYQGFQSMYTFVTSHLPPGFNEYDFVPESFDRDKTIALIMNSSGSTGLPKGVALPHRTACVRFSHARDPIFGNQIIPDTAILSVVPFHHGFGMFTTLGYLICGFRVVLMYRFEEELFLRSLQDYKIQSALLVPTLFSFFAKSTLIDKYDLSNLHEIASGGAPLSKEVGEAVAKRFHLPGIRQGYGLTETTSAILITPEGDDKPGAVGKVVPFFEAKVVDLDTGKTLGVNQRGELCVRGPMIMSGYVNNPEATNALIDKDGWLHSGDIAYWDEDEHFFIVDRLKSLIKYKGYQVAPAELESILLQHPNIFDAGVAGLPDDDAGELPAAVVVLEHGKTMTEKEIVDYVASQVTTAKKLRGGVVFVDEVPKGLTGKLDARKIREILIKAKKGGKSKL
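Purified P. pyralis luciferase (10nM final) with 10uM D-luciferin and 10uM ATP (Km levels) in 50mM Tris acetate pH 7.5, 10mM Mg acetate, 0.01% Tween-20, 0.05% BSA; qHTS 6-point titration, ~60 µM downward; luminescence read.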
ELG1 genotox – inducers of genotoxicity in HEK293T ELG1-luciferase cells | HEK293T ELG1-luciferase reporter, luminescence, 16 h | Potency, µM (titrated, usually from 46 µM), for the others: at the top dose activity change, positive = activation, usual class: activators | 1.3% of 330,000 active | AID 504466; also: potency is read from the fitted curve at half-maximal effect; % of control where 0% means no effect; nearly all actives have a fitted effect of over 60% in size
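16 hr compound incubation (37 °C, 5% CO2) of HEK293T cells carrying luciferase-tagged ELG1; luciferase then measured by ONE-Glo luminescence after 30 min at RT.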
NPC1 prom act – NPC1 promoter activation | Huh7 NPC1 promoter luciferase reporter, 24 h | 2.4% of 320,000 active | Potency, µM (doses to about 9.22 µM), for inactives: top-dose activation, most hits filed as activators;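 also: potency is read from the fitted curve at half-maximal effect; % of control where 0% means no effect; nearly all actives have a fitted effect of over 60% in size; reporter is driven by a mutant NPC1 promoter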
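Stably transfected Huh7 (NPC1 promoter→luciferase), 1500 cells/well in Opti-MEM + 10% FBS, 2 h settle, then compound 24 h at 37 °C. Luminescence after 10 min with Amplite reagent.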
Rab9 promoter act – activators of Rab9 promoter; Huh7 Rab9 promoter-luciferase reporter, luminescence, 24 h; Potency, µM (series often up to 9.22 µM), inactives show at the top dose activation, negative = inhibition, usual class: activators; 2.8% of 320,000 active; AID 485297; also: potency is read from the fitted curve at half-maximal effect; % of control where 0% means no effect; nearly all actives have a fitted effect of over 60% in size
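Huh7 reporter line, Rab9 promoter upstream of luciferase. Compound exposure 24 h at 37 °C in reduced-serum medium with 10% FBS. Read-out: luminescence.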
Giardia kill – Giardia lamblia killing | Giardia lamblia trophozoite viability | activity change, % at 7.66 µM, hits read low | 0.15% of 340,000 active; in the data active = activity change below about -80%; inconclusive = between about -30% and that limit;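 also: parasites exposed to compound for two days anaerobically before the ATP read; % is scaled to controls: 0 for no effect and ±100 for the full control effect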
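Compounds were tested on trophozoites seeded at 100 cells/well and held 48 hrs at 37 deg C anaerobically. An ATP-based luminescent kit measured the remaining live cells.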
RORgamma inh – blocks mouse ROR gamma transcriptional activity; P51450; Drosophila S2 Gal4-RORgamma UAS-luciferase reporter, 20 h; Potency, µM (highest dose often 53.6 µM), without a hit: at the top dose activity change, negative = inhibition, usual class: inhibitors; 5.4% of 310,000 active; also: potency is read from the fitted curve at half-maximal effect; % is scaled to controls: 0 for no effect and ±100 for the full control effect; nearly all actives have a fitted effect of over 60% in size
Target sequence (P51450 whole entry, looked up, the tested form may be a part): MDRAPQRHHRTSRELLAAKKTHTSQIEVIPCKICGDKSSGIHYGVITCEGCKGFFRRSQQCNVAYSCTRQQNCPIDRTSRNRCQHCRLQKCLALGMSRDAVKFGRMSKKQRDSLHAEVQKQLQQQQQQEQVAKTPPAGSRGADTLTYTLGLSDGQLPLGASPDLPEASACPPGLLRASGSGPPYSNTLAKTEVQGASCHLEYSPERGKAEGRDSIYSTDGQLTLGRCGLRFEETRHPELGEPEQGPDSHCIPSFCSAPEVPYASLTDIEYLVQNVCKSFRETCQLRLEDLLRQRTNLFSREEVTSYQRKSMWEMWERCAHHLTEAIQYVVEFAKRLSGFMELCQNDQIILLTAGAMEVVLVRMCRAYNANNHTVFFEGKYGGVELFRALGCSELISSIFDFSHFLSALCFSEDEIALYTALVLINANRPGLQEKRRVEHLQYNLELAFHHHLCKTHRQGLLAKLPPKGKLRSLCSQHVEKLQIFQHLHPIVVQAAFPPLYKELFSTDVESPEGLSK
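A Gal4/UAS one-hybrid system in insect cells: metallothionein-promoter Gal4–ROR gamma fusion plus Photinus luciferase reporter. Copper sulfate 700 uM final, 20 hr ambient incubation, luminescent detection after 10 min with reagent.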
BRCA1 expr up – increases BRCA1 expression; Potency, µM (titrated, usually from 46.1 µM), without a hit: at the highest dose activation, usual class: activators; 1.1% of 380,000 active; MCF7-BRCA1-FFLuc reporter, luminescence, 48 h; response scale: scaled: vehicle 0%, 10 µM genistein 100%; also: potency is read from the fitted curve at half-maximal effect; nearly all actives have a fitted effect of over 80% in size; some results filed as inactive show a strong effect at the top dose
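First, MCF7-BRCA1-FFLuc cells (2000/well) attach for 2 h; next, compounds are pin-added and incubated 48 h at 37 °C; finally, luciferase reagent is added and luminescence read after 15 min.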
Menin MLL FP TR – displaces Texas Red mutant MLL peptide from human menin | 0.23% of 270,000 active | O00255 | Menin + Texas Red MLL mutant peptide, fluorescence polarization | Potency, µM (series often up to 61.6 µM), without a hit: at the highest dose FP activity change, negative = inhibition, most hits filed as inhibitors; active = well fitted inhibition curve with a large enough effect in the polarisation, with a control signal flat, not every such curve was filed as active; inconclusive = small, poorly fitted or top-dose-only effect, or effect the other way, or a change in a side signal; inactive = no such curve, though single readings can be large or run the other way; the % refers to the polarisation; also: potency is read from the fitted curve at half-maximal effect; % of control where 0% means no effect; many of its hits are not listed in these tables
p53 reactivator – restores transcriptional activity of mutant p53; H1299 p53-A138V BP100-luciferase reporter, luminescence, 24 h; Potency, µM (series often up to 92.2 µM), for the others: at the highest dose activity change, positive = activation, usual class: activators; 0.063% of 320,000 active; AID 504706; also: potency is read from the fitted curve at half-maximal effect; % of control where 0% means no effect; nearly all actives have a fitted effect of over 45% in size
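p53-null H1299 cells stably carrying temperature-sensitive p53-A138V and a BP100-luciferase reporter were pinned with compounds (4-point, 1:5 series) and held 24 hrs at 37 deg C. Luminescence was read 10 min after detection reagent.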
Gal4-VP16 FLuc – counter-screen for ROR gamma inhibitors: Gal4-VP16 reporter; Potency, µM (top dose mostly 53.6 µM), inactives show at the top dose activity, negative = inhibition, hits mostly inhibitors; AID 2546; 3.5% of 310,000 active; Drosophila S2 Gal4-VP16 UAS-luciferase, luminescence, 20 h;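 also: Gal4-VP16 expression switched on by copper sulfate through the metallothionein promoter; potency is read from the fitted curve at half-maximal effect; % is scaled to controls: 0 for no effect and ±100 for the full control effect; nearly all actives have a fitted effect of over 50% in size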
PKM2 act – increases activity of human pyruvate kinase M2 | P14618 | purified PKM2, Kinase-Glo ATP luminescence, activation; response scale: 0% is enzyme alone, no compound | Potency, µM (titrated, usually from 57.5 µM), for inactives: at the top dose activation, most hits filed as activators | 0.34% of 260,000 active; also: potency is read from the fitted curve at half-maximal effect; % is scaled to controls: 0 for no effect and ±100 for the full control effect; nearly all actives have a fitted effect of over 55% in size
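Kinase-Glo luminescence reports ATP generated from ADP (0.1 mM) and PEP (0.5 mM) by purified hPK-M2 after 1 h at room temperature, pH 7.2 imidazole buffer; intermediate enzyme activity allows detecting inhibitors and activators.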
An asterisk follows results filed as active; ? = inconclusive; . = not tested or not shown; [ ] = remark or other dose. Unless noted, calls follow the shape of the dose curve; as a rule, active = well fitted curve in the direction sought with a large enough effect; inconclusive = small, poorly fitted or top-dose-only effect, or another doubt; inactive = no such curve, though single readings can be large; an effect the other way counts as inactive or inconclusive.

| smiles | Menin MLL FP TR | p53 reactivator | PKM2 act | ELG1 genotox | BRCA1 expr up | Giardia kill | Rab9 promoter act | Gal4-VP16 FLuc | RORgamma inh | FLuc counter | NPC1 prom act |
| --- | --- | --- | --- | --- | --- | --- | --- | --- | --- | --- | --- |
| CCCCN1CCNC[C@@H]1Cc1ccc(O)cc1 | . | -1% | . | 2% | -9% | 44[activator] | -6% | . | . | 0% | 0% |
| O=C(O)C1C2CCC(O2)C1C(=O)Nc1cccc(Cl)c1 (configuration not stated) | -1% | . | 0% | 8% | 1% | -21 | 1% | 3% | -11% | -1% | -7% |
| Cc1c(C)n(C(=O)CSc2nc3ccccc3[nH]2)c2ccccc12 | 0% | -1% | 4% | 2% | -17% | -21 | 1% | -4% | -3% | 3% | 0% |
| CCOC(=O)C1=C(O)CSC1=Nc1ccc(C)cc1 | -11% | -2% | -3% | -9% | -13% | 4 | 8% | 8% | -1% | -12% | -8% |
| COc1cc(NC(=S)NCCCN(C)C)c(OC)cc1NC(=O)c1ccco1 | . | 0% | -2% | 0% | -7% | 2 | 1% | -3% | -3% | -2% | 1% |
| O=C(O)C1C2CC2CN1C(=O)c1ccc(Cl)cc1Cl (configuration not stated) | 10% | 3% | 16% | 0% | -26% | -1 | -1% | -6% | -2% | -4% | 0% |
| COc1cccc(CC(=O)Nc2ccccc2C(=O)N2CCOCC2)c1 | -7% | 5% | 0% | -1% | 4% | 22 | 0% | -2% | 1% | 0% | -3% |
| Clc1ccc(CN2CC[C@H]3C=CCc4cccc(c43)C2)cc1 | . | -8% | . | -2% | 20% | -26 | -10% | . | . | -1% | 2% |
| O=C(OCC(=O)N1CCN(c2ccccc2)CC1)c1ccc2ncsc2c1 | -2% | 6% | -16% | 5% | 24% | -11 | 0% | -10% | 6% | -11% | 11% |
| CCC(C)NS(=O)(=O)c1ccc(NC(=O)c2ccc([N+](=O)[O-])cc2Cl)cc1 (configuration not stated) | 6% | 18% | -4% | 8% | 1% | -1 | -2% | ? | ? | -13% | -2% |
| CC1CN(C2CCN(C(=O)COc3ccc(Cl)cc3)CC2)CC(C)O1 (configuration not stated) | -9% | -1% | 13% | -2% | -9% | 0 | 4% | 1% | -27% | 10% | -3% |
| COc1cccc(CN(C)C(=O)C(Cc2ccccc2)NC(=O)c2ccccc2)c1OC (configuration not stated) | . | -5% | . | -34%[inhibitor] | -32% | -1 | 0% | . | . | 4% | 0% |
| Cc1ccc(C)c(-n2nnnc2Sc2nc([N+](=O)[O-])nn2C)c1 | -4% | 13% | 29% | -2% | -12% | -14 | -12% | -12% | -25% | 3% | -3% |
| O=C(N[C@@H](Cc1ccccc1)c1nc2ccccc2[nH]1)c1cc([N+](=O)[O-])ccc1Cl | 13% | -7% | 5% | -9% | -5% | 5 | -7% | -5% | 31% | 1% | -1% |
| COc1ccc(C(=O)NNC(=O)CCC(=O)Nc2cc(C)on2)cc1 | 2% | 2% | 1% | 2% | -4% | 3 | 2% | -2% | -22% | ? | -2% |
| CC(=O)c1c(C)oc2ccc(N(C(C)=O)S(=O)(=O)c3ccc(Cl)c([N+](=O)[O-])c3)cc12 | 12% | -2% | 14% | 7% | -106%[inhibitor] | -27 | -1% | ? | ? | -6% | 0% |
| CC(=O)c1cc(-c2ccccc2)n(CC(=O)N2CCCC2)c1C | 2% | 1% | 5% | 11% | 4% | -15 | -1% | 6% | 18% | 0% | 0% |
| Cc1[nH]nc(SCC(=O)NC(C)c2ccccc2)c1[N+](=O)[O-] (configuration not stated) | 7% | -5% | -1% | 0% | 0% | -14 | 0% | 4% | 16% | -12% | 1% |
| OCc1ccccc1CNCc1ccccc1 | -2% | 1% | 15% | 1% | 8% | -5 | 10% | 8% | 13% | 3% | -2% |
| COc1ccc(C(C)=O)cc1COC(=O)Cc1n[nH]c(=O)c2ccccc12 | -21% | 25% | -3% | 0% | 4% | -3 | -9% | 1% | 3% | -2% | -1% |
| CC(C)=CC(=O)N1CC[C@@H](N2CCN(c3ccccc3F)CC2)[C@H](O)C1 | 4% | . | -7%[11.5 µM] | -4% | 1% | 1 | 2% | -3% | 15% | 7% | -2% |
| COC(=O)c1ccc(COC(=O)CCNS(=O)(=O)c2ccc(C)c(C)c2)cc1 | . | 7% | . | 1% | -3% | -11 | 3% | . | . | 1% | -3% |
| CC1(C(O)(C#CC[N+]2(C)CCCCC2)c2ccccc2)CCCC1 (configuration not stated) | -18% | -1% | 0% | -5% | -2% | -2 | -4% | -2% | 2% | 6% | -2% |
| Cc1ccc(C(c2nnnn2CCc2ccccc2)N2CCC(C)CC2)cc1 (configuration not stated) | -9% | 9% | 3% | -16% | -43% | -12 | 1% | 14µM* | ? | -1% | -7% |
| Cc1c(NC(=O)C2CCCCC2)cc(C(=O)N2CCOCC2)cc1[N+](=O)[O-] | -11% | 6% | . | -2% | 0% | -8 | 4% | 5% | 3% | 0% | 1% |
| Cn1c(=O)c2c(ncn2CC(=O)Nc2ccccc2Sc2ccccc2)n(C)c1=O | -5% | 1% | -4% | -1% | -23% | -10 | -4% | 0% | 22% | 0% | -1% |
| Cc1ccc(-c2[nH]ncc2/C=N/n2c(COc3ccccc3C)nc3ccccc3c2=O)cc1 | -11% | -18% | 2% | -4% | -90% | 0 | -4% | ? | ? | 2% | -4% |
| Cc1ccc(C(=O)N2CCN(c3ncccn3)CC2)cc1 | -15% | -1% | . | 0% | -4% | -13 | 12% | -2% | 15% | -1% | 0% |
| O=C(CSc1ccc2ccccc2c1)Nc1ccc(S(=O)(=O)Nc2nccs2)cc1 | ? | -6% | 23% | 3% | -8% | 9 | -3% | 5% | 32% | ? | 0% |
| Cc1cccc2[nH]c3c(=O)n(CCN4CCNCC4)cnc3c12 | -2% | -2% | 1% | 2% | -17% | 11 | 4% | 0% | 1% | 9% | 2% |

4 of the compounds above, with values under each structure.
Values run as follows: Menin MLL FP TR | p53 reactivator | PKM2 act | ELG1 genotox | BRCA1 expr up | Giardia kill | Rab9 promoter act | Gal4-VP16 FLuc | RORgamma inh | FLuc counter | NPC1 prom act
Cn1c(=O)c2c(ncn2CC(=O)Nc2ccccc2Sc2ccccc2)n(C)c1=O
    -5% | 1% | -4% | -1% | -23% | -10 | -4% | 0% | 22% | 0% | -1%
Cc1c(C)n(C(=O)CSc2nc3ccccc3[nH]2)c2ccccc12
    0% | -1% | 4% | 2% | -17% | -21 | 1% | -4% | -3% | 3% | 0%
Cc1cccc2[nH]c3c(=O)n(CCN4CCNCC4)cnc3c12
    -2% | -2% | 1% | 2% | -17% | 11 | 4% | 0% | 1% | 9% | 2%
CCCCN1CCNC[C@@H]1Cc1ccc(O)cc1
    . | -1% | . | 2% | -9% | 44[activator] | -6% | . | . | 0% | 0%

The listing continues.
| smiles | Menin MLL FP TR | p53 reactivator | PKM2 act | ELG1 genotox | BRCA1 expr up | Giardia kill | Rab9 promoter act | Gal4-VP16 FLuc | RORgamma inh | FLuc counter | NPC1 prom act |
| --- | --- | --- | --- | --- | --- | --- | --- | --- | --- | --- | --- |
| CCN1CCCC(NC(=O)c2cc([N+](=O)[O-])ccc2OC)C1 (configuration not stated) | 1% | 9% | 0% | -1% | -21% | 16 | -2% | -4% | -7% | 6% | -1% |
| COCCNC(=O)COc1ccc(Oc2ccccc2)cc1 | 2% | 7% | 7% | 0% | -18% | -2 | 3% | 2% | ? | -18% | 4% |
| COc1cccc2c1OCC/C2=N\NC(=O)COc1ccc(C)cc1 | 4% | 30% | -1% | 7% | 5% | 14 | 1% | -8% | -3% | 15µM* | -1% |
| CCOc1ccc(CCNS(=O)(=O)c2ccc3c(c2)oc(=O)n3C)cc1OCC | . | 8% | . | 4% | -6% | -14 | 1% | -3% | -11% | 3% | 3% |
| O=C(C[n+]1cc(Br)cc2ccccc21)c1ccc(Br)cc1 | -7% | 13% | 0% | 6% | -41% | 7 | 0% | ? | ? | 2% | 1% |
| CC(C)N(CC#CCC(O)(c1ccccc1)c1ccccc1)C(C)C | -1% | -3% | -7% | -3% | -6% | 16 | -6% | -2% | 6% | 0% | -1% |
| Cn1ccs/c1=N\S(=O)(=O)c1ccc(C(C)(C)C)cc1 | 4% | 9% | 13% | 6% | -15% | -9 | -3% | 3% | 10% | 5% | -5% |

These rows are one share of the data, so the mix of outcomes need not match the whole.
